Anesthetic bind – binds horse apoferritin like a general anesthetic | apoferritin/1-aminoanthracene competitive binding, fluorescence | Potency, µM (series often up to 77.5 µM), for inactives: at the top dose activity change, negative = displacement, hits mostly inhibitors | 350,000 tested, 0.074% active | AID 485281; further: nearly all actives have a fitted effect of over 20% in size
Target sequence (P02791 2-175 limits assumed): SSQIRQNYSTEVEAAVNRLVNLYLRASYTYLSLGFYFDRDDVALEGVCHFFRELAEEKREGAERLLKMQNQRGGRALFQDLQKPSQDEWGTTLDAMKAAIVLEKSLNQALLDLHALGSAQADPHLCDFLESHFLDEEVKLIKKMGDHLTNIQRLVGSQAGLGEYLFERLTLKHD
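10 uM apoferritin + 50% sat. 1-AMA, PBS; cpd 10 min RT; Ex380/Em535 endpoint; normalized to free probe vs complex; 4-param Hill fit; propofol titration as pos. ctrl.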
BLM helicase inh – blocks DNA unwinding by human BLM helicase | P54132 | recombinant BLM DNA unwinding, fluorescence dequenching | Potency, µM (highest dose often 56.1 µM), without a hit: at the highest dose activity change, negative = inhibition, actives largely listed as inhibitors | 350,000 tested, 0.2% active | AID 2528;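 further: plate controls were vehicle for no effect and no enzyme for full effect; nearly all actives have a fitted effect of over 35% in size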
POLH inh – DNA polymerase eta (human) inhibition; Potency, µM (highest dose often 114 µM), for inactives: top-dose activity change, negative = inhibition, hits mostly inhibitors; Q9Y253; AID 588591; recombinant Pol eta, fluorescent DNA replication assay; 390,000 tested, 1.2% active
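Pol eta at 10 nM preincubated with compounds 15 min at room temperature; reaction started with fluorescent substrate (50 nM final) and read kinetically at 0 and 10 min.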
APEX1 inh – APE1 (human) endonuclease inhibition. Potency, µM (series often up to 65.8 µM), without a hit: at the highest dose activity change, negative = inhibition, hits mostly inhibitors. AID 2517. 350,000 tested, 0.35% active. P27695. recombinant APE1, TAMRA/BHQ-2 abasic DNA cleavage fluorescence;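 further: plate controls were vehicle for no effect and reference inhibitor for full effect; nearly all actives have a fitted effect of over 55% in size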
Target sequence (P27695 whole entry, looked up): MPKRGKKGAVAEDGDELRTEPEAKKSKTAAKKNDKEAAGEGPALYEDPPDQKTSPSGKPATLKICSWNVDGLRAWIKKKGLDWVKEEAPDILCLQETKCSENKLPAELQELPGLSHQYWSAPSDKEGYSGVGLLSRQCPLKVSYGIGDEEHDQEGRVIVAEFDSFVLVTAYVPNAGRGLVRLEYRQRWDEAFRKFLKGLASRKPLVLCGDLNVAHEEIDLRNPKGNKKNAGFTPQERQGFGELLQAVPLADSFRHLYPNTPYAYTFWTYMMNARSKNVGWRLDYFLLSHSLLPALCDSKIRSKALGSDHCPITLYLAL
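Enzyme (0.75 nM final) and test compound are incubated 15 min at room temperature before adding 50 nM quenched THF abasic-site duplex. Cleavage dequenches TAMRA, followed at 525/598 nm over three reads one minute apart.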
* marks the source's active call; other numbers are inactive results; ? = inconclusive; / = no result given; & = joins results of further samples; [ ] = remark or other dose. The call rests on the fitted dose curve; in most records, active means well fitted curve in the direction sought with a large enough effect; inconclusive means small, poorly fitted or top-dose-only effect, or another doubt; inactive means no such curve, though single readings can be large; an effect the other way counts as inactive or inconclusive. Unless noted, on the % scale 0 is the no-effect control and ±100 the full control effect; potency means the concentration at half of the fitted maximal effect. The list is partial (hit frequency here may not be typical).

SMILES	Anesthetic bind	BLM helicase inh	POLH inh	APEX1 inh
CCCCOCC1CO1 (stereo unspecified)	/	/	/	3%
C#C[C@]1(O)[C@H](O)CC2C3CC[C@H]4C[C@@H](O)CC[C@]4(C)C3CC[C@@]21C (stereo partly specified)	/	/	/	25%
[O-][Cl+]O	/	/	/	0%
O=S(=O)(Cl)c1ccccc1	/	/	/	2%
N#CSCSC#N	/	/	/	?
C#CCO	/	/	/	5%
ClCBr	/	/	/	12%
CCCCOCCOP(=O)(OCCOCCCC)OCCOCCCC	/	/	/	-1%
Brc1cccc(-c2ccccc2)c1	/	/	/	1%
Cc1cccc(C(C)c2cnc[nH]2)c1C (stereo unspecified)	/	/	/	-7%
Clc1ccccc1	/	/	/	0%
O=C(Cl)OCc1ccccc1	/	/	/	6%
CCOC(=O)C1OC1(C)c1ccccc1 (stereo unspecified)	/	/	/	1%
Nc1ccc(Cl)cc1N	/	/	/	11%
c1ccc(N=NNc2ccccc2)cc1	/	/	/	4%
CC(C)CON=O	/	/	/	2%
Cl/C=C/CCl	/	/	/	17%
C[C@]12CCC3C(CC[C@H]4C[C@H](O)CC[C@]34C)C1C[C@@H](CCCCl)[C@@H]2O (stereo partly specified)	/	/	/	-7%
CCOC(=O)CC(SP(=O)(OC)OC)C(=O)OCC (stereo unspecified)	/	/	/	1%
C[C@@H]1O[C@@H](O[C@@H]2C=C3CC[C@@H]4[C@H](CC[C@]5(C)[C@@H](c6ccc(=O)oc6)CC[C@]45O)[C@@]3(C)CC2)[C@H](O)[C@H](O)[C@H]1O	/	/	/	29%[21 µM]
O=Cc1ccc(Cl)cc1Cl	/	/	/	-2%
CC(C)(O)[C@@H]1[C@H]2OC(=O)[C@@H]1[C@]1(O)C[C@H]3O[C@]34C(=O)O[C@H]2[C@]14C	/	/	/	1%
[O-][Br+2]([O-])O	/	/	/	-6%&2%
Nc1ccc([N+](=O)[O-])cc1[N+](=O)[O-]	/	/	/	-2%
Clc1nc(Cl)nc(Nc2ccccc2Cl)n1	/	/	/	3%
O=C(O)c1cccc(Cl)c1	/	/	/	-1%
Cc1ccc([N+](=O)[O-])cc1C	/	/	/	16%
Nc1ccc(-c2ccc(N)c(Cl)c2)cc1Cl	/	/	/	-1%
CC(=O)OCC1=C(C(=O)O)N2C(=O)[C@@H](N)[C@H]2SC1	/	/	/	5%[21 µM]
CCCCOC(C)=O	/	/	/	2%
C=C(C)C(N)=O	/	/	/	15%
CCNC1(c2cccs2)CCCCC1=O (stereo unspecified)	/	/	/	5%[21 µM]
C[N+](=O)[O-]	/	/	/	4%
C[C@]12CCC3C(CC[C@H]4C[C@@H](O)CC[C@]34C)C1C[C@H](Br)[C@@H]2O (stereo partly specified)	/	/	/	55%
OCCCBr	/	/	/	-4%
CC(O)CCl (stereo unspecified)	/	/	/	3%
NC1CCC(CC2CCC(N)CC2)CC1 (stereo unspecified)	/	/	/	18%
ClC(Cl)=C(Cl)Cl	/	/	/	5%&14%
C[C@@H]1C[C@@H](O)[C@@]2(O)[C@]13CC(=O)OC[C@]2(C)[C@@](C)(O)C(=O)C3	/	-2%	/	1%
C1CC[C@H]([C@@]23C[C@H](C[C@H]4CCCN[C@H]42)[C@@H]2CCCCN2C3)NC1	/	-8%	/	-9%
CC/C=C\C[C@@H](/C=C/C=C\C/C=C\C/C=C\CCCC(=O)O)OO	/	0%	/	4%
CCCCCCCCCCCCCCC[C@@H](O)[C@@H](N)COP(=O)(O)O	/	2%	/	18%
O=C1C=CC[C@@H]2[C@H]3CCCN4CCC[C@@H](CN12)[C@@H]34	/	1%	/	4%
C[C@H]1CCCC=CC2C[C@H](O)C[C@@H]2[C@H](O)/C=C\C(=O)O1 (stereo partly specified)	/	3%	/	-8%
C=C1C2C[C@]3(C4CC5[C@@]6(C)CC[C@H](O)[C@@]5(C3CC2=O)C4[N+]([O-])(CC)C6)[C@@H]1O (stereo partly specified)	/	-5%	/	6%
COC(=O)C12C/C=C\Cc3ccccc3[C@@H]1CNC2=O (stereo partly specified)	/	3%	/	-1%
CCCCC/C=C\C/C=C\CCCCCCCCCC(=O)NCCc1ccc(O)c(O)c1	/	-4%	/	-3%
CC/C=C\C/C=C\C/C=C\C/C=C\C/C=C\CCCC(=O)NCCO	/	-1%	/	0%
CNC(=O)[C@@H]1C[C@H]1[C@@H](NP(=O)(c1ccccc1)c1ccccc1)c1ccccc1	-4%	-3%	/	-9%
C=C(CC1(C(C)NP(=O)(c2ccccc2)c2ccccc2)CC1)c1ccccc1 (stereo unspecified)	-5%	-10%	/	?
N#CC(C#N)=NNc1cccc(Cl)c1	?	-26%	/	-15%
O=C1NO[C@H]2[C@@H]1CN[C@@H]2C(=O)O	-10%	0%	/	?
COC(=O)[C@@]1(Cc2ccccc2)[C@H]2c3cc(C(=O)N(C)C)[nH]c3C[C@H]2CN1C(=O)c1ccccc1	5%	0%	/	0%
CCOC(=O)c1ncn2c1CN(C)C(=O)c1cc(N=[N+]=[N-])ccc1-2	-3%	-3%	/	?
COC(=O)[C@H]1C(=O)c2ccccc2O[C@@](C(=O)OC)(c2ccccc2)[C@@H]1c1ccccc1	-1%[15.3 µM]	-4%[12.4 µM]	/	23%[12.4 µM]
O=C1C(Br)C2CCC1C2C(=O)O (stereo unspecified)	/	/	-4%	/
CC(C)C1C(C#N)=C(N)Oc2c1c(=O)oc1ccccc21 (stereo unspecified)	/	/	-1%	/
CN1C(=O)CN=C(c2ccc[nH]2)c2cc(Cl)ccc21 (tested in a mixture with another compound)	/	/	-17%	/
S=C(NCCc1ccccc1)N1Cc2ccccc2-n2nncc2C1	/	/	-17%	/
O=C(NCC1=C(c2ccc3ccccc3c2)C[C@@H]2CC[C@H]1N2Cc1ccco1)c1ccc([N+](=O)[O-])cc1	/	/	-21%	/

By substructure: the compounds so far containing four or more nitrogen atoms
SMILES	Anesthetic bind	BLM helicase inh	POLH inh	APEX1 inh
Clc1nc(Cl)nc(Nc2ccccc2Cl)n1	/	/	/	3%
N#CC(C#N)=NNc1cccc(Cl)c1	?	-26%	/	-15%
CCOC(=O)c1ncn2c1CN(C)C(=O)c1cc(N=[N+]=[N-])ccc1-2	-3%	-3%	/	?
S=C(NCCc1ccccc1)N1Cc2ccccc2-n2nncc2C1	/	/	-17%	/

6 neighbouring entries from above:
SMILES	Anesthetic bind	BLM helicase inh	POLH inh	APEX1 inh
CC/C=C\C/C=C\C/C=C\C/C=C\C/C=C\CCCC(=O)NCCO	/	-1%	/	0%
CNC(=O)[C@@H]1C[C@H]1[C@@H](NP(=O)(c1ccccc1)c1ccccc1)c1ccccc1	-4%	-3%	/	-9%
C=C(CC1(C(C)NP(=O)(c2ccccc2)c2ccccc2)CC1)c1ccccc1 (stereo unspecified)	-5%	-10%	/	?
N#CC(C#N)=NNc1cccc(Cl)c1	?	-26%	/	-15%
O=C1NO[C@H]2[C@@H]1CN[C@@H]2C(=O)O	-10%	0%	/	?
COC(=O)[C@@]1(Cc2ccccc2)[C@H]2c3cc(C(=O)N(C)C)[nH]c3C[C@H]2CN1C(=O)c1ccccc1	5%	0%	/	0%

Going on with the list.
SMILES	Anesthetic bind	BLM helicase inh	POLH inh	APEX1 inh
COc1ccc(C2C=C(C)Oc3c2c(=O)oc2ccccc32)cc1OC (stereo unspecified)	/	/	1%	/
COc1ccc(OC(=O)N(C)C[C@H]2OCc3cnnn3CCCC(=O)N([C@H](C)CO)C[C@@H]2C)cc1	/	/	-17%	/
C[C@]12CC[C@@H](O)C[C@@H]1CC[C@@H]1[C@@H]2CC[C@]2(C)C(=O)[C@H](O)C[C@@H]12	/	/	-17%	/
c1ccc(CN2Cc3ccccc3-n3nncc3C2)nc1	/	/	-8%	/
C[C@@H]1CN([C@@H](C)CO)C(=O)CCCn2nncc2CO[C@H]1CN(C)C(=O)Oc1cccc2ccccc12	/	/	-2%	/
C[C@]12CC[C@@H](O)CC1=CCC1C2CC[C@@]2(C)C1CC[C@@H]2O (stereo partly specified)	/	/	-4%	/
CC(=O)CC(c1ccc2c(c1)OCO2)c1c(O)c2ccccc2oc1=O (stereo unspecified)	/	/	-8%	/
Oc1ccc(CCNCc2cc3c(cc2Br)OCO3)cc1	/	/	-2%	/
CC1(C)CC(=O)CC(C)(C)N1O	/	/	-20%	/
O=C(C1CCCCC1)N1Cc2ccccc2-n2nncc2C1	/	/	-7%	/
c1ccc2c(c1)CN(Cc1ccc3c(c1)OCO3)Cc1cnnn1-2	/	/	-5%	/
CC(C)COC(=O)N1Cc2ccccc2-n2nncc2C1	/	/	-7%	/
Cc1ccc(OC(=O)N(C)C[C@H]2OCc3cnnn3CCCC(=O)N([C@@H](C)CO)C[C@H]2C)cc1	/	/	-3%	/
C[C@]1(O)CCC2C3CC[C@H]4C[C@@H](OC(=O)[C@@H](N)CCCCN)CC[C@]4(C)C3CC[C@@]21C (stereo partly specified)	/	/	-7%	/
C[C@@H]1CN([C@@H](C)CO)C(=O)CCCn2cc(nn2)CO[C@H]1CN(C)C(=O)Oc1cccc2ccccc12	/	/	-22%	/
COC(=O)N1Cc2ccccc2-n2nncc2C1	/	/	-3%	/
C#C[C@]1(O)CC[C@H]2[C@@H]3[C@H](O)C[C@H]4C[C@@H](O)CC[C@]4(C)[C@H]3CC[C@@]21C	/	/	-5%	/
CNC(=O)Oc1c(C)[nH]ccc1=O	/	/	?	/
C[C@H](CO)N1C[C@H](C)[C@@H](CN(C)C(=O)Oc2ccccc2)OCc2cnnn2CCCC1=O	/	/	-5%	/
COC(=O)C1=C(c2cccc(OCc3ccccc3)c2)C[C@@H]2CC[C@H]1N2C	/	/	-15%	/
C[C@@H]1CN([C@H](C)CO)C(=O)CCCn2nncc2CO[C@H]1CN(C)C(=O)Oc1cccc2ccccc12	/	/	-3%	/
O=C1C=C(N2CC2)c2ccccc2C1=O	/	/	8.9µM*	/
O=C1OCCC1C(=O)c1ccccc1 (stereo unspecified)	/	/	-2%	/
O=[N+]([O-])c1ccc(N(CCO)CCO)c2c1no[n+]2[O-]	/	/	28µM*	/
CN1CCCC2c3ccccc3CCC21 (stereo unspecified)	/	/	-6%	/
Cc1ccc(-[n+]2c(Cc3nn(-c4ccccc4)c(C)[n+]3-c3ccc(C)cc3)nn(-c3ccccc3)c2C)cc1	/	/	-9%	/
COc1ccc(CCNCc2cc(OC)cc(OC)c2)cc1	/	/	-15%	/

Reformatted field by field: part of the list above.
O=[N+]([O-])c1ccc(N(CCO)CCO)c2c1no[n+]2[O-]
  Anesthetic bind: /	BLM helicase inh: /	POLH inh: 28µM*	APEX1 inh: /

Cc1ccc(-[n+]2c(Cc3nn(-c4ccccc4)c(C)[n+]3-c3ccc(C)cc3)nn(-c3ccccc3)c2C)cc1
  Anesthetic bind: /	BLM helicase inh: /	POLH inh: -9%	APEX1 inh: /

Screening data (PubChem)
